Compound activity from PubChem BioAssay.
ALOX12 inh: inhibitors of human 12S-lipoxygenase ALOX12. P18054. purified 12hLO, xylenol orange hydroperoxide absorbance. Potency, µM (doses to about 108 µM), for the others: top-dose activity change, negative = inhibition, usual class: inhibitors. 1.1% of 580,000 active; active = well fitted inhibition curve with a large enough effect; inconclusive = small, poorly fitted or top-dose-only effect, or another doubt; inactive = no such curve, though single readings can be large or run the other way
Target sequence (P18054 whole entry, looked up): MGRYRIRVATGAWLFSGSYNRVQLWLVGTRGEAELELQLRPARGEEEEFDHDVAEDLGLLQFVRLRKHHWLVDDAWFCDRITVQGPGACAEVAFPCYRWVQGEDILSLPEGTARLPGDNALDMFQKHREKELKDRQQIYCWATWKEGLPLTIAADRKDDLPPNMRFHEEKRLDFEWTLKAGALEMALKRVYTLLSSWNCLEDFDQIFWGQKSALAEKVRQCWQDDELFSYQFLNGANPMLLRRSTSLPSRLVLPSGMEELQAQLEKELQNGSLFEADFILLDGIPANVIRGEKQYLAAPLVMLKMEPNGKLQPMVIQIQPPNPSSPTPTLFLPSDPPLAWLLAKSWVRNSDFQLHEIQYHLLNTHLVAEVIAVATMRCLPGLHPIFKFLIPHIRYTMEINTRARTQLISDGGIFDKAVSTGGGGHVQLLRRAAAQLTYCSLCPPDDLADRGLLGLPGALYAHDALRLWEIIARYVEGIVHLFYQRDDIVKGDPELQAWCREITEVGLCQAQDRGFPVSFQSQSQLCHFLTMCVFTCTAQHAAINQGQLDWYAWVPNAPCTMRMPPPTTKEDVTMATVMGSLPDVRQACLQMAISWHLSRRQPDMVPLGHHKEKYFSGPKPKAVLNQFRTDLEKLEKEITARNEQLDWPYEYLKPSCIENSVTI
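Hydroperoxide product was detected by ferrous iron/xylenol orange as the 573 to 405 nm absorbance ratio. Arachidonic acid at 40 uM (final) was turned over for 30 min at room temperature by 150 nM human 12hLO, pH 7.0 Hepes buffer, after 15 min compound preincubation.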
* hit, by the source's call; ? = inconclusive; & = joins results of further samples; [ ] = dose if it differs, or a comment. % is set by controls: 0 for no effect and ±100 for the full control effect; potency is the fitted concentration of half-maximal effect. An excerpt, so the mix of outcomes need not match the whole.

A first look (two entries):
SMILES | ALOX12 inh
CC(C)(C)CC(=O)N1CC[C@@H](CC(=O)O)[C@@H](CCN2CCN(c3ccc(F)cc3)CC2)C1 | -2%
O=C(Nc1ccccc1C(F)(F)F)c1nn(-c2ccc(Cl)cc2)ccc1=O | 23%

The whole of this part, from the start:
SMILES | ALOX12 inh
CC(C)(C)CC(=O)N1CC[C@@H](CC(=O)O)[C@@H](CCN2CCN(c3ccc(F)cc3)CC2)C1 | -2%
O=C(Nc1ccccc1C(F)(F)F)c1nn(-c2ccc(Cl)cc2)ccc1=O | 23%
CCC(=O)N1CCc2c(sc3ncnc(NCc4ccccn4)c23)C1 | 86%[activator]
CCCOc1ccc(C(=O)NCc2coc(-c3cccs3)n2)cc1 | 1%
O=C(COc1ccc(F)cc1)N1CCC2(CC1)CN(C1CCC1)CC2CO (stereo not given) | 60%[activator]
Brc1cccc(-c2nc3ccc(Br)cn3c2Cc2ccccc2)c1 | ?
CCC1=C(C(=O)OC)C(c2ccccc2C)N2C(CC(=O)NCC3CC3)=CSC2=N1 (stereo not given) | 23%
c1cnc(N2CCOCC2)c(CN(Cc2ccsc2)CC2CCCO2)c1 (stereo not given) | 84%[activator]
Cc1cccc(-c2ncc(CN(C)Cc3cccc4ncccc34)cn2)c1 | 40%[activator]
CCCCC(=O)N(C)c1c(C)nc2ccc(C(=O)N(C)Cc3ccco3)cn12 | 15%
Cc1ccc(NC(=O)Cn2ccn3nc4c(c3c2=O)CCCC4)cc1F | 49%[activator]
COc1cc(CNC(=O)c2cc(-c3cc(F)ccc3OCC3CCCO3)n[nH]2)cc(OC)c1 (stereo not given) | -13%
Cc1ccc(C)c(S(=O)(=O)N2CCN(C3CCN(CCc4ccccc4)C3=O)CC2)c1 (stereo not given) | ?
COc1ccc(C(=O)O)cc1S(=O)(=O)Nc1ccccc1SCC(F)(F)F | ?
Cc1ccc(Cl)cc1-n1ccc2c(cnc3nc(C(F)(F)F)nn32)c1=O | 34%[activator]
O=C(Nc1ccc(Cl)cc1C(F)(F)F)c1cccc(I)c1 | -4%
CCCCN1CCN(C(=O)c2ccccc2OCc2nc(-c3ccc(C)cc3)no2)CC1 | 0%
CC(C)CCNC(=O)CSCc1coc(-c2ccc(Cl)cc2)n1 | ?
Cc1cn2nnc(C(=O)N3CCC(C(=O)Nc4ccc(C)c(C)c4)CC3)c2c(=O)[nH]1 | 55%[activator]
O=C(c1ccc(OC(F)F)cc1)N1CCCC(O)(CN2CCCC2)C1 (stereo not given) | 33%[activator]
COc1ccc(Cn2c(C3CCN(C(=O)c4ccc(C(C)(C)C)cc4)CC3)n[nH]c2=O)cc1 | ?
Nc1ccc(Sc2ccccc2)c(Cl)c1 | ?
Cc1noc(-c2cn(C3CCCN(C(=O)c4ccc(N(C)C)cc4)C3)nn2)n1 (stereo not given) | 16%
CCn1ccc2sc(C)c(C(=O)NCc3ccc(F)cc3Cl)c2c1=O | 61%[activator]
CN(C)c1ccc(CNC(=O)C2(C)Cc3c(-c4cccc(C(F)(F)F)c4)ccnc3O2)cc1 (stereo not given) | ?
CC(C)CCN(C)C1CCCc2ccccc21 (stereo not given) | 13%[176 µM]
O=C(COc1ccc(F)cc1)N1CCC2(CC1)NC(=O)N(c1ccccc1Cl)N2 | 1.4µM*
COc1ccc(CCNC(=O)C2CC(=O)N(c3n[nH]c4cccc(F)c34)C2)cc1OC (stereo not given) | 25%
CC1CCC2(CC1)OCC(C(=O)N1CCOCC1)N2C(=O)c1ccccc1F (stereo not given) | -5%
CC1(C(=O)NS(=O)(=O)c2ccc(F)cc2F)CCN1C(=O)c1cccc(F)c1 (stereo not given) | 6%
O=C(COC(=O)c1ccc(O)cc1)c1ccc(NC(=O)c2ccco2)cc1 | -43%
COc1ccc(CNC(=O)C[C@@H]2CCNC[C@@H]2Cc2cc(-c3ccc(C(C)(C)C)cc3)on2)cc1 | 18µM*
CCCn1nnc(NC(=O)COc2ccc(C(C)CC)cc2)n1 (stereo not given) | 13%
Cc1[nH]c2c(F)cccc2c1CC(=O)NC1CC(c2cc(=O)[nH]c(N)n2)C1 (stereo not given) | -36%
CCOC(=O)c1nc2ccccc2nc1NCc1ccccc1OC | -10%
CCOC(=O)[C@]12CCC=C1N(CCC1=CCCCC1)C(=O)[C@H](CC(=O)N1CCN(C(=O)C3CC3)CC1)C2 | 2%
Cn1ccnc1CN1CC2(CCN(C(=O)C3CC3)CC2)CC1C(=O)O (stereo not given) | 120%[activator]
COc1cc(CNC(C)Cn2nc(C)cc2C)ccc1OCCN1CCCC1 (stereo not given) | 37%[activator]
Cc1cnc2c(S(=O)(=O)N3CCNCC3)cccc2c1 | 20%
O=C(c1nc2c(o1)CCN(Cc1ccc3c(c1)CCO3)CC2)N1CCOCC1 | 41%[activator][176 µM]

In a second layout: four of the compounds above.
> O=C(COC(=O)c1ccc(O)cc1)c1ccc(NC(=O)c2ccco2)cc1
  ALOX12 inh: -43%

> COc1ccc(CNC(=O)C[C@@H]2CCNC[C@@H]2Cc2cc(-c3ccc(C(C)(C)C)cc3)on2)cc1
  ALOX12 inh: 18µM*

> CCCn1nnc(NC(=O)COc2ccc(C(C)CC)cc2)n1 (stereo not given)
  ALOX12 inh: 13%

> Cc1[nH]c2c(F)cccc2c1CC(=O)NC1CC(c2cc(=O)[nH]c(N)n2)C1 (stereo not given)
  ALOX12 inh: -36%

Additional structures.
SMILES | ALOX12 inh
CCN(Cc1noc(C)n1)C(=O)COc1ccc(Cl)cc1Cl | 29%
COc1ccc(C(C)NC(=O)c2c(C)sc3ccn(C)c(=O)c23)cc1 (stereo not given) | 21%
CC(C)CNC(=O)c1cc(C2CC2)nc2onc(C3CCCN3)c12 (stereo not given) | 2%[6.33 µM]
Cc1ccccc1C(=O)NCc1ccco1 | 6%
COCc1nnc(NC(=O)c2ccc3ccn(C)c3c2)s1 | 28%
COc1cc(Nc2nccc3[nH]c(-c4cccc(C(C)C)c4)nc23)cc(OC)c1OC | -1%
CCCC1CCC(c2ccc(-c3ccc(CC)cn3)cc2F)CC1 (stereo not given) | 2%
S=C(N/N=C/c1ccccc1Br)Nc1ccccc1 | -24%
CCc1ccc(C(=O)N2CCC(c3n[nH]c(=O)n3Cc3ccc(OC)cc3)CC2)cc1 | -27%
CCc1nc2c(cnn2-c2ccc(Cl)cc2)c(=O)n1-c1ccc(C)cc1 | 9%
COc1ncc(-c2n[nH]c3c2CC(=O)N(CCOc2ccccc2)C3)cn1 | ?
CCCS(=O)(=O)N1C[C@@H](COC)[C@H](C(N)=O)C1 | -4%
COc1ccc(NC(=O)Cc2cccc3ccccc23)c2cccnc12 | ?
Cn1cc(-c2cnc(NC(=O)c3c[nH]c4ccccc34)c3c2CCO3)cn1 | 5%[176 µM]
CN(C)c1ccc(CN2CCn3c(nn(-c4ccc(F)cc4F)c3=O)C2)cc1 | 1%
O=C1NC(C(=O)NC2CC2)Cn2cccc21 (stereo not given) | ?
CC(C)(C)OC(=O)N1CCc2onc(-c3ccc(-n4cc(C5=CCCCC5)nn4)cc3)c2C1=O | -13%
N#Cc1ccc(C2CC(OCCF)=CC(=O)O2)cc1 (stereo not given) | -7%
CN(CC(=O)Nc1ccc(F)c(F)c1)S(=O)(=O)Cc1ccccc1C#N | 5%
CCOc1ccc(-c2cc(C(=O)NCc3ccc(C(F)(F)F)cc3)[nH]n2)c(C)c1 | 7%

Fetched by structure from the entries so far (four):
SMILES | ALOX12 inh
CN(CC(=O)Nc1ccc(F)c(F)c1)S(=O)(=O)Cc1ccccc1C#N | 5%
Cn1cc(-c2cnc(NC(=O)c3c[nH]c4ccccc34)c3c2CCO3)cn1 | 5%[176 µM]
CCN(Cc1noc(C)n1)C(=O)COc1ccc(Cl)cc1Cl | 29%
CCc1ccc(C(=O)N2CCC(c3n[nH]c(=O)n3Cc3ccc(OC)cc3)CC2)cc1 | -27%

(listing goes on)
SMILES | ALOX12 inh
CCCCC(O)/C=C(C)/C=C/C=C/C(=O)N1CCCC1=O (stereo not given) | 9%
Fc1ccc(CCNC(=S)NC2CC2)cc1 | ?
CCC(C)NC(=O)COC(=O)c1ccc2nc(C)c(C)nc2c1 (stereo not given) | 8%
CSc1ccc(C(C)NC(=O)C2CC=CCC2)cc1 (stereo not given) | ?
O=C1NC2(CCCN(C(=O)c3ccc(F)cc3)C2)COc2ccccc21 (stereo not given) | 2%[176 µM]
C=C(C)CSc1nc2c(c(=O)n(C)c(=O)n2C)n1Cc1ccccc1Cl | -45%
CCN(CC)CCCNC(=O)c1cc2cc(Cl)ccc2[nH]1 | ?
CN(C)c1ccc(-c2csc(C(O)c3ccc(F)cc3)n2)cc1 (stereo not given) | ?
S=C(NC1CCCCC1)N[C@H]1CO[C@H]2[C@@H]1OC[C@@H]2n1nnnc1Oc1cccc(N2CCOCC2)c1 | ?
O=c1cc(N2CCOCC2)oc2c(N3CCN(c4ccccn4)CC3)nccc12 | 8%[176 µM]
CC(C)C(=O)NC(Nc1ccccc1Cl)C(Cl)(Cl)Cl (stereo not given) | -6%
O=C(Nc1cccc(-c2nnnn2C2CC2)c1)C1CC=CCC1 (stereo not given) | ?
CCOc1cc2cc(C(=O)c3ccccc3O)cnc2cc1OC | 8.9µM*
CCn1c(CSc2n[nH]c(-c3ccccc3)n2)nc2cc(S(=O)(=O)N3CCOCC3)ccc21 | 7%
CCOc1ccc(C(=O)CCC(=O)OCC(=O)c2ccccc2Br)cc1 | 4%
Cc1ccc(Cc2c(C)[nH]c3nc4ccccc4n3c2=O)cc1 | 35%[activator]
COc1cccc(-c2sc3ccc(OC)cc3c2-c2cnc(N3CCOCC3)nc2)c1 | 9%
CNC(=O)[C@@H]1CN(C(=O)c2ccc(OC)nc2OC)C[C@H]1c1n[nH]c(C)n1 | 9%
O=C1NC[C@H](Cc2ccc(O)cc2)N(CCc2cc(C(F)(F)F)cc(C(F)(F)F)c2)C1=O | ?
COc1cccc(C(=O)/C(C#N)=C\c2ccc(OC(F)F)c(OC)c2)c1 | ?
O=c1ccc2cc(S(=O)(=O)Oc3ccc4c(=O)c(-c5ccccc5)coc4c3)ccc2o1 | ?
CC(C)CNC1(Cc2cc(CN(C)Cc3ccccc3)on2)COC1 | 35%[activator][176 µM]
CC(CN(CCN(C)C)Cc1ccccc1)c1ccccc1 (stereo not given) | ?
Cn1cccc1C(=O)N1CCCC(c2nn[nH]n2)C1 (stereo not given) | 4%
CCc1csc(CNc2cc(C3CC(O)C3)nc(N)n2)n1 (stereo not given) | 37%
Cc1nc2cc(NS(=O)(=O)c3ccc(C)c(C)c3)ccc2o1 | 4%
Clc1ccc2oc([C@H]3CCN(Cc4ccccc4)C3)nc2c1 | 4%[176 µM]
O=C(COC(=O)Cc1ccccc1F)NCc1ccccc1Cl | -12%
CCCn1c(=O)[nH]c(=O)c2c(-c3cccc4ccccc34)ccnc21 | 2%
COc1cccc(N2C(=O)NC(=NC3CCCCC3)C23CCN(C(=O)c2ccccc2OC)CC3)c1 | 2%[6.33 µM]
COc1c(CNCC(O)COc2c(C)cccc2C)c(C)nn1C (stereo not given) | -35%
CCCC(=O)N1CCCN(C(C)C(=O)Nc2ccc(C)c(F)c2)CC1 (stereo not given) | 17%
COc1ccc(C(=O)Oc2ccc3c(=O)c(-c4ccc(OC)c(OC)c4)c(C)oc3c2)cc1OC | ?
CN(C)C(=O)NCC(=O)N1CCc2[nH]nc(-c3ccc(F)c(F)c3)c2C1 | 20%
CC(=O)c1cccc(NC(=O)Cn2c(-c3ccccc3)nc(C)cc2=O)c1 | 11%
Cc1cc(OCC(=O)Nc2ccc3[nH]ncc3c2)ccc1Cl | -3%
CN(C)[C@@H]1CN(Cc2ccccn2)CC[C@@H]1CO | 131%[activator]
O=C1c2ccccc2OCC2(CCN([S+](=O)([O-])c3ccccc3)C2)N1[S+](=O)([O-])c1ccccc1 (stereo not given) | ?
CC1(C)C2CC=C(/C=N/NC(=S)NCc3ccccc3)C1C2 (stereo not given) | 35µM*
COc1ccc(-c2onc(C)c2C(=O)N(C)Cc2cc(OC)c(OC)c(OC)c2)cc1 | 4%
O=C1c2ccccc2C(c2nnnn2Cc2ccccc2)N1Cc1cccs1 (stereo not given) | -38%&25%
CCn1cc(C(=O)N[C@@H]2COCC[C@@H]2OCC2CC2)c(=O)c2ccc(C)nc21 | -5%
COc1cccc(C(CNCC(O)CN2CCOCC2)c2c[nH]c3ccccc23)c1OC (stereo not given) | ?
CC(=O)NCCCC(=O)N1C2CCC1CN(c1ccc(C(F)(F)F)cc1)C2 | 2%[6.33 µM]
CC(C)N1CCN(C(=O)CCC2CCN(S(=O)(=O)c3ccccc3F)CC2)CC1 | 5%
Cc1ccc2nc(C)cc(C(=O)NC3CCC(O)CC3)c2c1 (stereo not given) | 12%
COc1cccc(C(=O)NCC2CCCN(Cc3ccc(Cl)cc3)C2)c1OC (stereo not given) | 8%
C[C@H](CO)N1C[C@H](C)[C@@H](CN(C)Cc2ccncc2)OCc2cnnn2CCCC1=O | -7%
CCn1ccnc1CN(C)C(=O)c1cc(-c2cnc(C)nc2)nc2cc(F)ccc12 | 26%
O=c1oc2ccccc2c(NCC2CCCCC2)c1NS(=O)(=O)c1ccc(Cl)cc1 | -13%
CCCC12CN3CC(CCC)(CN(C1)C(=O)c1ccccc1C3=O)C2=O | 11%
CCN(CC)Cc1ccc2c(c1)CN(C(=O)Nc1cccc(F)c1)CCO2 | 9%
Cc1cc(C(=O)N2C[C@@H](CO)[C@H](c3nc(C4CC4)no3)C2)ccn1 | 5%
O=C(CC(=O)c1ccccc1O)c1ccc(Cl)cc1 | -10%
